# GPR151 activ: human GPR151 activation; actives 1% (n = 650,000); activation, % at 11.2 µM; PathHunter beta-arrestin GPR151 cells, luminescence; Q8TDV0; in the data active means activation above about 4.9%;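 further: 0% = median of compound wells and 100% = cells with positive control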
# Target sequence (Q8TDV0 whole entry, looked up): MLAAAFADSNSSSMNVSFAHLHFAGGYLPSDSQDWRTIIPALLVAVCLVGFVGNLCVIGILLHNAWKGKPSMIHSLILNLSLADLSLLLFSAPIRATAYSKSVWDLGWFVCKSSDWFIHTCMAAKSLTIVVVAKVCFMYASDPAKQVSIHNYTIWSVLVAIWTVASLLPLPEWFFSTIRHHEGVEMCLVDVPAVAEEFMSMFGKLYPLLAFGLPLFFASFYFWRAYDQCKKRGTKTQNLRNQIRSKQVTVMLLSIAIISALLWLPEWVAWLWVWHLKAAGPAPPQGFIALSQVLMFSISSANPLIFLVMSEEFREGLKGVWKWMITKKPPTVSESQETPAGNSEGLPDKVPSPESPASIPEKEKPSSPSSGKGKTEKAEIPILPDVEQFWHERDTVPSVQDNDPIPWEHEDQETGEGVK
# FBW7 activator: human FBW7 E3 ligase activation, primary screen | AlphaScreen FBW7–phospho-cyclin E peptide binding, activator screen | normalized activity (activation), % at 26.1 µM | actives 0.13% (n = 650,000) | AID 1259310; in the data active means normalized activity above about 1.9%;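 further: purified mutant Fbw7 with reduced substrate affinity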
# MITF primary: blocks human microphthalmia-associated transcription factor; O75030; AlphaScreen MITF homodimerization, bead proximity signal; inhibition, % at 2.6 µM; actives 0.91% (n = 650,000); in the data active means inhibition above about 50%;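 further: 0% = vehicle wells with protein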
# Target sequence (O75030 whole entry, looked up): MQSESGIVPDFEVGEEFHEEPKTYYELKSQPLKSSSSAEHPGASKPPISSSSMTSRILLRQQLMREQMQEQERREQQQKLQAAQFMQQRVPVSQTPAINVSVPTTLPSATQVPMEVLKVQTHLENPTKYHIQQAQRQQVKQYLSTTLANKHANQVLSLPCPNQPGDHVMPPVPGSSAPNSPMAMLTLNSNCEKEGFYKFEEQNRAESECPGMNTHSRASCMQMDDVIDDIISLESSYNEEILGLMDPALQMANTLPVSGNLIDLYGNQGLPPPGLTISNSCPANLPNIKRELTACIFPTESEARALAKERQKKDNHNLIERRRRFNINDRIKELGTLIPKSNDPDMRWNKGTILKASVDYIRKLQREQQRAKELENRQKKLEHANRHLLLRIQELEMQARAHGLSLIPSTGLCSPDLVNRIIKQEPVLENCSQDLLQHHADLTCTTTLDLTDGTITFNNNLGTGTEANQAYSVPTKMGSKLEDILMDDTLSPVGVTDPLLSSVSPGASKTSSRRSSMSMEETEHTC
# TEAD-YAP block: TEAD-YAP interaction inhibition. AID 1259422. inhibition, % at 9.12 µM. actives 1.4% (n = 640,000). HEK-TIYL cells, TEAD-Gal4/YAP UAS-luciferase luminescence; in the data active means inhibition above about 32%;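 further: 0% = median of test compound wells and 100% = reference inhibitor wells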
# The depositor's hits bear a star.
# Codes – A = GPR151 activ; B = FBW7 activator; C = MITF primary; D = TEAD-YAP block
O=C(NCCc1nnc2n1CCN(C(=O)CSc1ccccn1)CC2)C1CCCCC1
  A: 1.0	B: 1.2	C: 5	D: 2
COc1cccc(OC)c1C(=O)NC(=S)Nc1ccc2[nH]c(=O)[nH]c2c1
  A: -1.6	B: 0.0	C: 27	D: 10
COc1ccc(C(=O)Nc2ccc(S(=O)(=O)N3CCCCC3c3cccnc3)cc2)cc1 (stereo not given)
  A: -1.1	B: 0.1	C: 21	D: 16
Cc1nc(C(=O)NCC2CCC3(CCN(Cc4c(C)nc5sccn45)CC3)O2)cs1 (stereo not given)
  A: 0.6	B: 0.0	C: 3	D: 8
CCOc1cc(C(=O)N2CCN=C2SC)cc(OCC)c1OCC
  A: 1.1	B: 0.0	C: 10	D: 2
Cc1cc(C(=O)N[C@@H](C)Cn2nnn(-c3ccco3)c2=O)on1
  A: -0.9	B: 0.2	C: 10	D: 1
Cn1c(=O)n(C)c2cc(CNCc3c(C(=O)N4CCCCC4)nc4sccn34)ccc21
  A: 0.8	B: 0.2	C: 7	D: 8
CCOC(=O)c1ccc2c(c1)sc(=NC(=O)C(C)(C)C)n2C
  A: 6.5*	B: 0.0	C: -16	D: 61*
O=C(Nc1ccc2[nH]ncc2c1)C1CCN(C(=O)Cc2ccc(Br)cc2)C1 (stereo not given)
  A: 0.7	B: 0.1	C: -16	D: 4
CC1=CC(C)C2(CO)COC(c3ccc(N(C)C)cc3)C1C2C (stereo not given)
  A: -1.1	B: -0.1	C: 12	D: 12
CCc1nn(CC(=O)NCc2ccccc2Cl)c(=O)c2cc3occc3n12
  A: -0.1	B: 0.0	C: -8	D: -9
O=C(N/N=C/c1ccc(O)c(O)c1O)c1cccs1
  A: -3.1	B: -0.7	C: 54*	D: -44
COc1ccc(OC)c(C2=C/C(=C/c3ccc(F)cc3)C(=O)O2)c1
  A: 1.1	B: 0.2	C: 13	D: 13
O=C(CSCc1cnn(-c2ccccc2)c1-n1cccc1)N1CCOCC1
  A: 1.1	B: -0.1	C: 8	D: -11
CCn1cc(CNC(=S)Nc2cccc(Cl)c2C)cn1
  A: -1.4	B: 0.6	C: 19	D: 9
CCCCN(C)S(=O)(=O)c1ccc(C(=O)Nc2nc3c(s2)CSc2ccccc2-3)cc1
  A: -1.8	B: 0.2	C: 15	D: 18
Cc1ccc(C(=O)COC(=O)C(Cc2c[nH]c3ccccc23)NC(=O)c2ccco2)cc1 (stereo not given)
  A: 0.2	B: -0.2	C: 5	D: -3
CC(NC(=O)c1cccnc1)C1CCCO1 (stereo not given)
  A: 3.0	B: 0.6	C: 11	D: 8
COc1cccc(CN2CCN(C(=S)NCc3ccco3)CC2)c1
  A: -0.6	B: -0.2	C: 9	D: 3
CCN(CC)C(=O)/C(C#N)=C\c1ccc(-c2cccc([N+](=O)[O-])c2)o1
  A: 2.2	B: 0.1	C: -1	D: -37
COc1cc(/C=N/NC(=O)c2ccc([N+](=O)[O-])cc2Cl)cc(Br)c1O
  A: -0.2	B: 1.5	C: 22	D: 5
COCCNC(=O)CN(C(=O)CCC(=O)Nc1ccccn1)c1ccc(OC)cc1
  A: 0.3	B: 0.0	C: 0	D: 4
COC(=O)C1=C(C)n2nnnc2NC1c1ccc(Cl)cc1 (stereo not given)
  A: -0.2	B: 0.0	C: 0	D: 5
Nc1scn[n+]1Cc1cccc2cccnc12
  A: 1.2	B: 0.0	C: -9	D: -5
O=C(NN=C1CCCC1)c1cccc(Cl)c1
  A: -1.7	B: 0.0	C: 11	D: -54

# One compound at a time (already shown):
# CCn1cc(CNC(=S)Nc2cccc(Cl)c2C)cn1 reads GPR151 activ = -1.4; FBW7 activator = 0.6; MITF primary = 19; TEAD-YAP block = 9
# COc1cc(/C=N/NC(=O)c2ccc([N+](=O)[O-])cc2Cl)cc(Br)c1O reads GPR151 activ = -0.2; FBW7 activator = 1.5; MITF primary = 22; TEAD-YAP block = 5

# Other results follow.
# Codes – A = GPR151 activ; B = FBW7 activator; C = MITF primary; D = TEAD-YAP block
Cc1ccc(S(=O)(=O)N2CCN(c3nc4ccc(C)cc4s3)CC2)cc1
  A: -0.2	B: 0.7	C: 14	D: 1
COc1ccc(Cn2c(=S)[nH]c3cc(C(=O)NCCSCc4ccccc4)ccc3c2=O)cc1
  A: -0.4	B: 0.0	C: -2	D: -2
COc1cc(C=Nc2ccc(F)cc2)ccc1O
  A: 0.3	B: 0.1	C: 21	D: 18
NC(=O)C1CCN(C(=O)C2(NC(=O)NCc3ccccc3)CCCCC2)CC1
  A: 0.4	B: 0.0	C: 2	D: 11
COc1ccc(CNC(=O)/C=C/c2cccs2)cc1
  A: -1.6	B: 0.1	C: -16	D: -54
Cc1nc(C(C)NC(=O)CCc2nnc(CCc3c[nH]c4ccccc34)o2)c(C)s1 (stereo not given)
  A: 0.9	B: -0.1	C: -6	D: -4
CN(C(=O)c1ccc(NC(=O)c2ccc([N+](=O)[O-])cc2)cc1)c1ccccc1
  A: -2.0	B: -0.1	C: -6	D: 1
CCc1ccc(C(=O)COC(=O)c2ccc(NCCO)c([N+](=O)[O-])c2)cc1
  A: 2.0	B: 0.4	C: 4	D: 5
Cc1ccccc1CN1CCC(C2(CCC(C)C)NC(=O)NC2=O)CC1 (stereo not given)
  A: -0.1	B: 0.2	C: -5	D: -1
CC(=O)Nc1ccc(Nc2nc(Nc3ccc(N4CCOCC4)cc3)ncc2C)cc1
  A: 1.9	B: 0.0	C: 11	D: 12
c1ccc2c(c1)Nc1c(ccc3ccccc13)S2
  A: -1.3	B: -0.4	C: 13	D: -6
CCOc1ccc(Nc2nc(C(F)(F)F)c(-c3ccc(F)cc3)s2)cc1
  A: 0.4	B: 0.8	C: 9	D: -11
Brc1ccccc1-c1nn2c(-c3ccncc3)nnc2s1
  A: -0.9	B: 0.2	C: 5	D: 4
NC(=O)c1ccc(NC(=O)c2ccccc2[N+](=O)[O-])cc1
  A: -0.1	B: -0.1	C: 24	D: -2
Cc1noc(-c2ccc(NC(=O)C3CCCC3)cc2)n1
  A: -1.8	B: 0.2	C: 4	D: -58
COc1ccc(-n2nc(C(=O)NCc3ccco3)c3ccccc3c2=O)cc1
  A: 4.4	B: 0.0	C: -2	D: -6
CCOc1ccc(C(C)=O)cc1CSc1nnc(NCc2ccccc2)s1
  A: 0.1	B: 0.0	C: 0	D: 7
CCSc1sc(CC)cc1C1C(C#N)=C(N)N(c2ccc(F)cc2)C2=C1C(=O)CCC2 (stereo not given)
  A: -1.0	B: 0.1	C: 20	D: 10
Cc1cccc(/C=N/NC(=O)CN2CCCCCCC2)c1
  A: 1.2	B: 0.4	C: 39	D: 7
Cc1ccc(NC(=O)c2ccccc2N(C)S(C)(=O)=O)cc1Cl
  A: -2.5	B: 0.1	C: 1	D: -5
Cc1nc(SCC(=O)c2cc(C)n(Cc3ccco3)c2C)nc(C)c1C
  A: 0.9	B: 0.0	C: 5	D: -8
CCc1ccc(NC(=O)c2sc3nc4c(c(-c5cccs5)c3c2N)CCCC4)cc1
  A: 0.6	B: 0.1	C: -18	D: 1
CC(C)c1ccc(-c2csc(NC(=O)c3cccc(Br)c3)n2)cc1
  A: -2.2	B: -0.1	C: -5	D: 3
COc1cc(C=O)cc(Br)c1OCc1ccc(C(=O)O)cc1
  A: 0.2	B: 0.1	C: 2	D: 2
CCCC1=NC(C)(C)Cc2cc(OC)c(OC)cc21
  A: -0.2	B: 0.1	C: -4	D: -5
CCN(CC)c1ccc(/C=c2\sc3nc4cc(Br)cnc4n3c2=O)cc1
  A: -0.1	B: 0.0	C: 4	D: -9
CC(C)(C)C1CCc2c(sc3nc(CN4CCNCC4)[nH]c(=O)c23)C1 (stereo not given)
  A: 0.1	B: 1.0	C: 18	D: -6
Cc1ccc(C2=[N+]([O-])C(C)N(O)C2(C)C)cc1 (stereo not given)
  A: 0.4	B: 0.1	C: 3	D: 4
CC1=CC(C)(C)Nc2ccc(OC(=O)COc3ccc(Cl)cc3)cc21
  A: -0.1	B: -0.5	C: -2	D: -23
COc1ccc(C2CC(=O)C3=C(C2)Nc2ccccc2NC3c2ccc(OC(C)=O)c(OC)c2)cc1 (stereo not given)
  A: -0.6	B: 0.1	C: -1	D: 10
COC(CN(C)C(=O)c1c(C)nc2c(C)cccn12)OC
  A: -0.5	B: 0.0	C: -1	D: 3
O=C(CCc1ccccc1)CN1CCN(c2ccc([N+](=O)[O-])cc2)CC1
  A: 2.2	B: 0.0	C: 3	D: 0
O=C(OCCN=C1NS(=O)(=O)c2ccccc21)c1ccccc1
  A: -1.1	B: 0.1	C: 16	D: 5
O=C(CSCc1cccc(Br)c1)N1CCCCC1
  A: 1.1	B: -0.2	C: 4	D: -43
COc1ccccc1NCN1C(=O)c2ccccc2C1=O
  A: -1.0	B: 0.5	C: 4	D: 12
C/C(=N/NC(=O)c1ccoc1C)c1ccccc1Cl
  A: -4.7	B: 0.3	C: 11	D: -50
CC1CCCCN1C(=O)Cn1ncc2c1-c1ccccc1OC2 (stereo not given)
  A: 0.3	B: 0.1	C: 5	D: 13
CCOC(=O)C1=C(CSc2nnc(NCc3ccccc3)s2)NC(=O)NC1C (stereo not given)
  A: 1.6	B: 0.1	C: 2	D: 6
O=C(NCCCN1CCN(Cc2ccccc2Cl)CC1)Nc1ccccc1
  A: -0.7	B: -0.1	C: -6	D: 1
COCCCNC(=S)N1CCN(c2nc(-c3ccccc3)cs2)CC1
  A: 1.0	B: 0.2	C: -9	D: -5
CCCC(=O)Nc1nnc(S(=O)(=O)N(C)c2ccc(C)cc2)s1
  A: -0.2	B: -0.1	C: -7	D: -6
Cc1ccccc1CNC(=O)C(C)N(c1ccccc1)S(C)(=O)=O (stereo not given)
  A: -1.0	B: 0.0	C: 3	D: 5
COCCn1c(=NC(=O)c2ccc3c(c2)OCCO3)sc2cc(OC)ccc21
  A: 1.2	B: 0.0	C: -6	D: -5
Cc1nnc(NC(=O)Nc2ccc(Cl)cc2Cl)s1
  A: -0.1	B: 0.2	C: 2	D: 6
C=CCN(CC=C)S(=O)(=O)c1ccc(C(=O)Nc2nc(-c3ccc(OC)c(C)c3)cs2)cc1
  A: -0.2	B: 0.0	C: -6	D: 1
CCCCn1c(O)c2ccc(C(=O)N=NC(=O)c3ccc4c(c3)nc(C)n4CC)cc2c1O
  A: 0.1	B: 0.0	C: -10	D: 4
Cn1c(=O)c2c(C(F)(F)F)cc(-c3cccnc3)nc2n(Cc2ccccc2)c1=O
  A: 0.4	B: -0.2	C: 7	D: 0
COc1cc(/C=C(/NC(=O)c2ccc(C)c(C)c2)C(=O)N2CC3CC(C2)c2cccc(=O)n2C3)ccc1OC(C)=O (stereo not given)
  A: -0.9	B: 0.0	C: -3	D: -6
COc1cc(/C=N/n2c(C)n[nH]c2=S)ccc1OCc1ccccc1
  A: -1.2	B: -0.1	C: -8	D: -28
CCc1nn(CC(=O)O)c(=O)c2cc3oc(C)cc3n12
  A: -0.3	B: 0.2	C: -11	D: 3

# Entries listed so far containing a thiophene ring, fused or not (5):
# Codes – A = GPR151 activ; B = FBW7 activator; C = MITF primary; D = TEAD-YAP block
O=C(N/N=C/c1ccc(O)c(O)c1O)c1cccs1
  A: -3.1	B: -0.7	C: 54*	D: -44
COc1ccc(CNC(=O)/C=C/c2cccs2)cc1
  A: -1.6	B: 0.1	C: -16	D: -54
CCSc1sc(CC)cc1C1C(C#N)=C(N)N(c2ccc(F)cc2)C2=C1C(=O)CCC2 (stereo not given)
  A: -1.0	B: 0.1	C: 20	D: 10
CCc1ccc(NC(=O)c2sc3nc4c(c(-c5cccs5)c3c2N)CCCC4)cc1
  A: 0.6	B: 0.1	C: -18	D: 1
CC(C)(C)C1CCc2c(sc3nc(CN4CCNCC4)[nH]c(=O)c23)C1 (stereo not given)
  A: 0.1	B: 1.0	C: 18	D: -6

# Further compounds
# Codes – A = GPR151 activ; B = FBW7 activator; C = MITF primary; D = TEAD-YAP block
CCc1nc2ccc(C(=O)NCCOC)cc2nc1CC
  A: 1.3	B: 0.0	C: 1	D: -4
O=C(CN1CCN(c2ccc(F)cc2)CC1)NNC(=O)c1ccc(Br)cc1
  A: -0.6	B: -0.1	C: 4	D: 2
O=C(Cc1noc2ccccc12)Nc1cccc(C(F)(F)F)c1
  A: 1.4	B: 0.1	C: 4	D: -34
COc1ccc(Nc2nnc(SCC(=O)Nc3ccccc3OC(F)F)s2)cc1
  A: 0.5	B: -0.2	C: 0	D: -6
Cc1cc2c(s1)c1cnn(CCC(N)=O)c(=O)c1n2Cc1ccc(F)cc1
  A: 0.3	B: -0.1	C: 4	D: 1
Cc1nc(S(=O)(=O)N(C)c2ccccc2)c(C#N)c(C)c1Cl
  A: 0.2	B: 0.1	C: 9	D: 25
CC(=O)CC(=O)Nc1cc([N+](=O)[O-])ccc1Cl
  A: 4.5	B: 0.2	C: -5	D: 5

# Six consecutive entries from above:
# Codes – A = GPR151 activ; B = FBW7 activator; C = MITF primary; D = TEAD-YAP block
O=C(CN1CCN(c2ccc(F)cc2)CC1)NNC(=O)c1ccc(Br)cc1
  A: -0.6	B: -0.1	C: 4	D: 2
O=C(Cc1noc2ccccc12)Nc1cccc(C(F)(F)F)c1
  A: 1.4	B: 0.1	C: 4	D: -34
COc1ccc(Nc2nnc(SCC(=O)Nc3ccccc3OC(F)F)s2)cc1
  A: 0.5	B: -0.2	C: 0	D: -6
Cc1cc2c(s1)c1cnn(CCC(N)=O)c(=O)c1n2Cc1ccc(F)cc1
  A: 0.3	B: -0.1	C: 4	D: 1
Cc1nc(S(=O)(=O)N(C)c2ccccc2)c(C#N)c(C)c1Cl
  A: 0.2	B: 0.1	C: 9	D: 25
CC(=O)CC(=O)Nc1cc([N+](=O)[O-])ccc1Cl
  A: 4.5	B: 0.2	C: -5	D: 5

# Screening results (PubChem BioAssay)
